CCT modulator: cytosolic chaperonin activity modulation | purified chaperonin ATPase assay, HTRF ADP detection, 30 min | activity change, % (no concentration beside the values), hits read low | actives 0.3% (n = 360,000); in the data active = activity change below about -30%; note: % is set by controls: 0 for no effect and ±100 for the full control effect
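TRiC (40 or 20 nM final, by batch activity) in 30 mM Tris pH 7.4, 100 mM KCl, 5 mM MgCl2, 1 mM DTT was treated with compound at 76 uM single dose, then 10 uM ATP, 30 min at 37 °C. ADP was read by HTRF Transcreener.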
EPAC2 agonist: agonists of human EPAC2 (RAPGEF4). Potency, µM (highest dose often 154 µM), without a hit: at the highest dose activation, usual class: activators. AID 720711. actives 0.079% (n = 360,000). Q8WZA2. EPAC2 activation, biochemical qHTS; response scale: 100% = 6.5 mM cAMP response; note: potency is the fitted concentration of half-maximal effect; nearly all actives have a fitted effect of over 50% in size
Target sequence (Q8WZA2 whole entry, looked up): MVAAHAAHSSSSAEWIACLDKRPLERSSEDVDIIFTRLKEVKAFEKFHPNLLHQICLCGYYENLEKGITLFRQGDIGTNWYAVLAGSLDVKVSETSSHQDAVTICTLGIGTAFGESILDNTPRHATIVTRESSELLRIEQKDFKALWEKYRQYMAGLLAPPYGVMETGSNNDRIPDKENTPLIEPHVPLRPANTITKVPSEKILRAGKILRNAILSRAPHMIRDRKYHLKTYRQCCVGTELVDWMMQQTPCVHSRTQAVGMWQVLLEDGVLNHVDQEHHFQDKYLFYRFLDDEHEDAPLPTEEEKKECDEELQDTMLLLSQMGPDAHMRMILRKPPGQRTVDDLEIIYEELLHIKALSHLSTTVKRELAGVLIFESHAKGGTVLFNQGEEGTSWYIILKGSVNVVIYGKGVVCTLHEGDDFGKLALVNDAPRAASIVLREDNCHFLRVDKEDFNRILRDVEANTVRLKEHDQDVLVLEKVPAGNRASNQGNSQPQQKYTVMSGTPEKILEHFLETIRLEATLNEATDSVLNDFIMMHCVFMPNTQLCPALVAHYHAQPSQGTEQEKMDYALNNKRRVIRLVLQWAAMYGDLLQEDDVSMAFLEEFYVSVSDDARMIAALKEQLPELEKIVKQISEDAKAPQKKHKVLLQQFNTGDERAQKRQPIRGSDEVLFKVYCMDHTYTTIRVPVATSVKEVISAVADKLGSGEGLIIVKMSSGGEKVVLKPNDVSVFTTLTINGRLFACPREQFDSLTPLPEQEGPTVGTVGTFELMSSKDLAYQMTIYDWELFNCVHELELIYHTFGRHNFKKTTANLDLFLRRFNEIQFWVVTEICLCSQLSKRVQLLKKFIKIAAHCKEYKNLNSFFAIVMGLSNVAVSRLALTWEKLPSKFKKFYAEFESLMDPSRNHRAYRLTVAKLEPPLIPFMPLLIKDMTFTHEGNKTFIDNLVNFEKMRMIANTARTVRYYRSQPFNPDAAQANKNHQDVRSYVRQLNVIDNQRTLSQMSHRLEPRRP
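Exchange assay: 100 nM EPAC2 with 250 nM Rap1B-BODIPY-GDP and 50 uM GDP. Fluorescence (ex 480/em 540 nm) read every 5 min for 30 min at room temperature. Data normalized to 6.5 mM cAMP as agonist control.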
D3 ag: D3 dopamine receptor (human) agonism; max activation, %; actives 0.58% (n = 410,000); P35462; AID 652048; D3R DiscoveRx beta-arrestin cells, luminescence, 90 min; in the data active = max activation above about 30%; note: 0% is about no effect; mostly tested at two doses, the higher about 12 µM
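Agonist-mode cell screen: cells plated at 1500/well and incubated overnight at 37 °C, then exposed to library compounds for 90 min at 37 °C. Detection reagent was added for 30–60 min at room temperature, and luminescence was read.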
Akt phos inh: inhibitors of Akt phosphorylation. Neuro2A IGF-stimulated pAkt S473 HTRF, 20 min; active compounds read low. activity change, % for hits at 50 µM. actives 0.32% (n = 360,000); in the data active = activity change below about -80%; inconclusive = mostly about -51% to -80%; note: % is set by controls: 0 for no effect and ±100 for the full control effect
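Single-point screen (50 µM final compound) in Neuro2A cells stimulated 20 min with 6 nM IGF at 37 deg C. After lysis, Ser473-phosphorylated Akt read by HTRF (ex 330 nm, em 615/665 nm) as the 665/615 ratio.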
D3 antag: blocks the human D3 dopamine receptor; P35462; D3R cells, DiscoveRx beta-arrestin luminescence, antagonist mode; active compounds read low; max response, negative = inhibition, %; actives 2.5% (n = 360,000); in the data active = max response below about -50%; inconclusive = no clear call, values can overlap the other calls; note: % is set by controls: 0 for no effect and ±100 for the full control effect; mostly tested at two doses, the higher about 12 µM
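Cells expressing the human receptor were seeded at 1500 cells/well, incubated overnight at 37 degrees C in 5% CO2, then exposed to library compounds with dopamine controls for 90 minutes at 37 degrees C before luminescent detection.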
EPAC2 antag: antagonists of human EPAC2. Q8WZA2. EPAC2 GEF exchange of Rap1B-BODIPY-GDP, fluorescence. Potency, µM (series often up to 114 µM), for the others: at the top dose activity, negative = inhibition, actives largely listed as inhibitors. actives 0.18% (n = 360,000). AID 720708; note: potency is the fitted concentration of half-maximal effect; % is set by controls: 0 for no effect and ±100 for the full control effect; nearly all actives have a fitted effect of over 45% in size; many of its hits are not listed in these tables
PTHR1 ag: PTHR1 (human) receptor agonism. actives 0.075% (n = 410,000). Q03431. Potency, µM (series often up to 115 µM), inactives show at the highest dose activation, most hits filed as activators. HEK293 GP2 PTHR1 cells, GloSensor cAMP luminescence, 1 h; note: potency is the fitted concentration of half-maximal effect; nearly all actives have a fitted effect of over 55% in size; some results filed as inactive show a strong effect at the top dose; inactives centre near -15; many of its hits are not listed in these tables
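HEK-293-derived GP2 cells expressing PTHR1 and a GloSensor cAMP reporter, 3,000/well, plated overnight, given luciferin plus IBMX (each 0.5 mM as added) for 1 h at 37 °C, then compound for 1 h at 37 °C. Luminescence was read after 15 min at room temperature.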
Mm-Cpn inhibitor: inhibitors of Methanococcus maripaludis chaperonin (MmCpn). purified Mm-Cpn ATPase, ADP Transcreener TR-FRET. AID 504842. actives 0.031% (n = 330,000). Potency, µM (doses to about 76.9 µM), for the others: at the highest dose activity, negative = inhibition, hits mostly inhibitors; note: potency is the fitted concentration of half-maximal effect; % is set by controls: 0 for no effect and ±100 for the full control effect; nearly all actives have a fitted effect of over 80% in size
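Reaction buffer contained 30 mM Tris pH 7.4, 100 mM KCl, 5 mM MgCl2 and 1 mM DTT. Mm-CPN (25 nM final) hydrolysed 10 uM ATP over 30 min at 37°C; ADP was read by HTRF.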
Numbers without * were called inactive; i = inactive; ? = inconclusive; / = not tested or not shown; [ ] = dose if it differs, or a comment. Unless noted, calls come from the whole dose curve; as a rule, active = well fitted curve in the direction sought with a large enough effect; inconclusive = small, poorly fitted or top-dose-only effect, or another doubt; inactive = no such curve, though single readings can be large; an effect the other way counts as inactive or inconclusive. A portion of the library (hit frequency here may not be typical).

SMILES	CCT modulator	EPAC2 agonist	D3 ag	Akt phos inh	D3 antag	EPAC2 antag	PTHR1 ag	Mm-Cpn inhibitor
CC(C)C(NC(=O)OC(C)(C)C)C(=O)NC(CCC(=O)OCc1ccccc1)C(N)=O (stereo not given)	-1.2	4%	0	i	2	7%	-31%[inhibitor]	1%
CC(C)(C)CNc1cc(N2CCCC2)ccc1[N+](=O)[O-]	-3.0	4%	-10	i	4	-4%	-16%	0%
O=S(=O)(NCC(c1ccccc1)N1CCNCC1)c1ccc(Cl)cc1 (stereo not given)	-1.6	8%	-2	?	0	4%[57.1 µM]	-2%[57.5 µM]	0%
Cc1cc(C)cc(Oc2ccccc2/C=N\O)c1	1.5	28%	-15	i	8	-11%	i	-13%
COc1ccc(NC(=O)CN2CCN(S(=O)(=O)N(C)C)CC2)cc1	1.3	5%	-1	i	-1	-8%	i	-2%
CCn1nc(C)c(C2C(C#N)=C(N)Oc3n[nH]c(C)c32)c1C (stereo not given)	1.3	9%	11	i	2	9%	1%	2%
CCCn1c(Nc2ccccc2C)nc2ccccc21	-1.3	4%	1	i	16	4%	i	0%
COCCNCCCCOc1ccc(C)cc1[N+](=O)[O-]	-2.5	8%	-25	i	0	-6%	-44%	0%
CN1CCC(OC(=O)c2ccc(Cl)cc2Cl)CC1	0.8	9%	-7	i	-11	9%[57.1 µM]	i	3%
CCOc1cc(C(=S)N2CCCC2)ccc1OC	-1.6	8%	7	i	?	1%	i	0%
Cc1cc(NC(=O)CSc2nc3ccccc3n2CC(C)C)no1	0.6	3%	1	i	-7	4%	-45%[inhibitor]	-2%
CCCCn1c(Cn2nc(C(=O)O)c3ccccc3c2=O)nc2cc(S(N)(=O)=O)ccc21	2.3	9%	1	i	5	0%	i	0%
COc1ccc(N2CCN(c3ccc4nnc(CCC(=O)Nc5ccc(C)cc5)n4n3)CC2)cc1	-3.0	18%	-5	i	5	-10%	i	1%
O=C(CN1CCCCCC1)N/N=C/c1cccs1	0.8	7%	-7	i	7	-3%	i	-1%
COc1ccc(NC(=O)COc2ccccc2Cc2ccccc2)cc1S(N)(=O)=O	0.2	4%	-10	i	-4	-14%	-36%[inhibitor]	4%
CN(C(=S)NC(=O)c1ccc(Br)o1)c1ccccc1	-0.9	2%	-6	i	-20	10%	i	3%
CN1CCN(CCOc2ccc(Cc3ccccc3)cc2)CC1	1.7	2%	-11	i	9	9%	i	-3%
Cc1c(C(=O)NN)sc(=S)n1C	-4.0	10%	-15	i	-7	0%	-14%	1%
CCn1c(SCC(=O)Nc2nccs2)nnc1-c1ccccc1	1.2	-1%	3	i	8	-8%	/	1%
O=C1c2ccccc2C(=O)N1OCc1c(F)cccc1Cl	1.9	8%	-8	i	-21	-4%	-12%	0%
COCCN1C=C(C(=O)OC)C(c2cc(Br)c(OC)c(OC)c2)C(C(=O)OC)=C1	-2.2	0%[15.6 µM]	7	/	0	-31%	-5%[57.5 µM]	-2%
CN(CC(=O)NC(=O)NC1CCCCC1)CC(=O)Nc1ccc(Cl)cc1	-1.8	6%	4	i	0	-9%	-34%[inhibitor]	5%
CCN(CC(=O)N1CCCC1)S(=O)(=O)c1ccc(F)cc1	-1.9	5%	3	i	7	8%	i	1%
CC(C)(C)C(=O)NC1CCN(S(=O)(=O)c2ccccc2F)CC1	0.3	0%	1	i	-12	-2%	i	1%
O=P(OC1CCCCC1)(OC1CCCCC1)C(O)c1c(Cl)cccc1Cl (stereo not given)	-1.0	5%	0	i	2	-14%	-10%[57.5 µM]	-2%
Cc1ccc(C(=O)N2CC(=O)Nc3ccccc32)o1	-0.9	9%	-17	i	-5	18%	-11%	-1%
CC(=O)c1ccc(S(=O)(=O)N2CCN(C(=O)CSC(=S)N3CCCC3)CC2)cc1	-4.2	-1%	-1	i	-8	-1%	i	0%
N#Cc1ccc(S(=O)(=O)N2CCN(C(=O)[C@@H]3CCCN3C(=O)c3cccs3)CC2)cc1	0.9	8%	6	i	6	13%	i	0%
Cc1cc(O)c(-c2n[nH]c3c2C(c2cccc(O)c2)N(Cc2cccnc2)C3=O)cc1Cl (stereo not given)	-5.0	9%	-5	i	?	-9%	-27%	0%
CCOC(=O)C1=C(COC(=O)CCCOc2ccccc2)NC(=O)NC1C (stereo not given)	2.2	-10%	4	i	8	3%	i	1%
COc1ccc(CCNC(=O)COC(=O)c2ccccc2NCCO)cc1OC	0.5	2%	5	i	0	0%	i	0%
CC(=O)c1cccc(NC(=O)CC2S/C(=N/N=C/c3ccccc3)NC2=O)c1 (stereo not given)	-2.0	9%	3	i	6	-2%[57.1 µM]	i	0%
O=C(CN1C(=O)CCC1=O)Nc1nc(-c2ccc(Cl)s2)cs1	-2.0	4%	-7	i	-11	-6%	-54%[inhibitor]	0%
CCOc1cc(NC(=O)C2CC2)c(OCC)cc1NC(=O)c1cc(OC)c(OC)c(OC)c1	2.7	-4%	5	i	10	14%	i	2%
N#CCNC1CC(=O)N(c2ccccc2)C1=O (stereo not given)	-9.1	11%	-3	i	0	4%	-14%	-1%
CCc1[nH]nc(C(=O)N2CCCC(C(=O)c3cccc(C(F)(F)F)c3)C2)c1C (stereo not given)	1.6	-6%	-10	i	16	1%	-52%	-1%
O=[N+]([O-])c1ccc(N/N=C\c2ccccc2OCc2ccccc2)cc1	0.4	-1%	-5	i	1	1%	i	-1%
CCOc1ccccc1N(C(=O)CNC(=O)c1ccco1)C(C(=O)NC1CCCC1)c1ccncc1 (stereo not given)	-0.7	-1%	-2	i	8	8%	i	-1%
Cc1c(NC(=O)OCCNC(=O)COc2c(Cl)cccc2Cl)sc(=S)n1C	-4.6	-4%	-4	i	17	0%	-56%[inhibitor][57.5 µM]	0%
COc1ccc(Cl)cc1NC(=O)c1ccco1	-3.4	3%	-2	i	-9	3%	-5%	1%
Cc1ccc(C(=O)OCC(=O)N2CC(C)CC(C)C2)cc1S(=O)(=O)N1CCCCC1 (stereo not given)	-17	7%	0	i	-2	-15%	-22%	0%
COCc1n[nH]c(=S)n1-c1cccc2ccccc12	-1.5	6%	-1	i	22	0%	i	-1%
COC(=O)CNC(=O)c1ccc(F)cc1	-0.1	7%	10	i	9	7%	i	-9%
Cc1cc(OC(=O)c2ccccc2Br)cc(=O)n1C	-3.3	12%	4	i	58	0%	-42%[inhibitor][57.5 µM]	-2%
COc1ccc(N)cc1-n1cnnn1	-0.1	3%	3	i	-1	1%	-36%[inhibitor]	-1%

Entries of single compounds, quoted from the list. Screens in order: CCT modulator | EPAC2 agonist | D3 ag | Akt phos inh | D3 antag | EPAC2 antag | PTHR1 ag | Mm-Cpn inhibitor
CCOc1ccccc1N(C(=O)CNC(=O)c1ccco1)C(C(=O)NC1CCCC1)c1ccncc1 (stereo not given) as listed: -0.7 | -1% | -2 | i | 8 | 8% | i | -1%
O=[N+]([O-])c1ccc(N/N=C\c2ccccc2OCc2ccccc2)cc1 as listed: 0.4 | -1% | -5 | i | 1 | 1% | i | -1%

Next section
SMILES	CCT modulator	EPAC2 agonist	D3 ag	Akt phos inh	D3 antag	EPAC2 antag	PTHR1 ag	Mm-Cpn inhibitor
COc1ccc(N2C(=O)CSC2c2cccs2)cc1 (stereo not given)	0.6	8%	0	i	8	-2%	i	1%
CCCN(CC1CC1)C(=O)COC(=O)c1oc2ccc(OCC)cc2c1C	2.8	14%	-2	i	-5	2%	i	1%
Cc1ccc(S(=O)(=O)NCCC(=O)Nc2ccc(Cl)c(Cl)c2)cc1C	1.7	28%	-1	i	-4	0%[57.1 µM]	-15%	2%
Cc1ccc(NS(=O)(=O)c2ccc(C(=O)NCCCN3CCOCC3)cc2)cc1	-0.5	18%	-10	i	-4	2%	i	2%
C#CCOCCOCCOCCNc1nc(N2CCN(C(=O)[C@H](CCCN=C(N)N)n3cc(C(N)[C@@H](C)CC)nn3)CC2)nc(N2CCN(C(=O)[C@H](CCCCN)n3cc([C@@H](N)[C@H](C)CC)nn3)CC2)n1 (stereo not given in full)	2.8	5%	7	i	-4	-5%	-11%	1%
CCOC(=O)/C(N=O)=C(\O)C1CCN(C(=O)OCC)CC1	1.2	2%	8	i	22	6%	i	3%
C[C@@H]1CN([C@H](C)CO)C(=O)CCCn2nncc2CO[C@H]1CN(C)Cc1ccccc1C(F)(F)F	-0.2	-3%	4	i	-9	-1%	-16%	/
CCC(c1nnc(SCC(=O)Nc2ccc(NC(C)=O)cc2)n1Cc1ccccc1)N(C)C (stereo not given)	-1.2	5%	4	i	4	12%	i	-3%
Oc1oc(-c2ccccc2)nc1C=NCc1ccncc1	1.1	9%	-2	i	4	8%	i	1%
O=C(CCCc1ccncc1)c1ccccc1	-0.5	0%	-9	i	?	15%	i	/
CNC(=O)CSc1nnc(-c2cccnc2)n1-c1ccc(C)cc1	-2.5	10%	1	i	3	2%	i	-1%
COc1ccc(Cl)cc1CN1C(=O)C(Cc2ccccc2)ON=C1C (stereo not given)	1.3	22%	5	/	-21	1%	i	/
Cc1ccc(S(=O)(=O)N2CCOCC2)cc1C(=O)OCC(=O)Nc1ccc2[nH]c(=O)[nH]c2c1	-0.1	-11%	0	i	15	-17%	-28%	-7%
Cc1ccc(CNC(=O)CCS(=O)(=O)c2cc(Br)cc3c2N(C(=O)C2CC2)CC3)o1	-2.9	7%	-6	i	0	-7%	i	0%
Cc1c(C(=O)N(Cc2ccccc2)C(C)C)cnn1-c1ccccc1	0.6	0%	-13	i	-1	9%	-23%	1%
Nc1ccc(CCc2nc3ccccc3o2)cc1	-1.0	7%	-21	i	-3	18%	-12%[57.5 µM]	1%
O=C(CSc1nc(-c2ccco2)cc(C(F)(F)F)n1)Nc1ccc(C(=O)N2CCOCC2)cc1	0.5	2%	7	i	13	7%	-7%[57.5 µM]	-1%
CCCCc1c(C)nc2ccc(OC)cc2c1SCCC(=O)O	-2.1	-2%	5	i	-13	-7%	i	-8%
CCOc1cc(OCC)c(C(C)=O)cc1OCC	0.3	6%	-5	i	6	-16%	-4%	2%
